From PubChem
RGS4 inh – blocks human RGS4-accelerated GTP hydrolysis; Transcreener GDP fluorescence polarization, RGS4-accelerated GTP hydrolysis; actives 0.039% (n = 390,000); P49798; Potency, µM (titrated, usually from 114 µM), for the others: top-dose activity change, negative = inhibition, usual class: inhibitors; note: potency is the fitted concentration of half-maximal effect; % is set by controls: 0 for no effect and ±100 for the full control effect; nearly all actives have a fitted effect of over 75% in size; some results filed as inactive show a strong effect at the top dose
Target sequence (P49798 whole entry, looked up): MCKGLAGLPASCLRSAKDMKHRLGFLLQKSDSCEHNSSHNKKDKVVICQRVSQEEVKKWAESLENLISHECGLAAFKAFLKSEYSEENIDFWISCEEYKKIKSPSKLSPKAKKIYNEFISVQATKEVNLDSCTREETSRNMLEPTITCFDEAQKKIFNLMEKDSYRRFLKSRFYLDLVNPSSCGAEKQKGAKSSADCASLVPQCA
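MLSMR compounds (23 nl, pin-transferred) preincubated 10 min at room temperature with a 500nM (2x) first reagent, then RGS4 at 900nM (2x) plus Transcreener GDP mix added; fluorescence polarization (620/688 nm) read before and after 90 min at 30 °C.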
TrxR1 substrate – is turned over as a substrate by rat TrxR1; purified TrxR1 substrate turnover, NADPH consumption readout; Potency, µM (doses to about 114 µM), for inactives: at the top dose activity change, negative = substrate turnover; actives 0.01% (n = 390,000); note: potency is the fitted concentration of half-maximal effect; % is set by controls: 0 for no effect and ±100 for the full control effect; nearly all actives have a fitted effect of over 50% in size
Target sequence (O89049 whole entry, looked up): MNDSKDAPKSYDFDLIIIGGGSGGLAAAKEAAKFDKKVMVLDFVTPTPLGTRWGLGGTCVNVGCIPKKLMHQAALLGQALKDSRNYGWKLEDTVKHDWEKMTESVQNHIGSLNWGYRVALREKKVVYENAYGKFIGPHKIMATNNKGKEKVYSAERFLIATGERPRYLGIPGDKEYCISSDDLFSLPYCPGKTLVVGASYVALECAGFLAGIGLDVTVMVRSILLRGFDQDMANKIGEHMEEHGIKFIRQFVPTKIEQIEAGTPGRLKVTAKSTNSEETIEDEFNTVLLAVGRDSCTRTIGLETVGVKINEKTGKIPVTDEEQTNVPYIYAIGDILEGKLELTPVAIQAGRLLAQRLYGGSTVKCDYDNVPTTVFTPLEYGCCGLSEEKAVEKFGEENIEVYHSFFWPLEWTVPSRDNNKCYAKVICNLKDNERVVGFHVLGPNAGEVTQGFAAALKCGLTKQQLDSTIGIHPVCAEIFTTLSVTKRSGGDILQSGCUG
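Rat TrxR1, dispensed at 90 nM, was prereduced with 400 uM NADPH (final) for 5 min at ~22 deg C, then incubated with compound 15 min before 400 uM selenite. A first-read NADPH fluorescence drop versus no-compound background flagged substrates.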
Vif-APOBEC3F blk – inhibitors of Vif-A3F interaction; HeLa A3F-eYFP + Vif (tagged APOBEC3F with the HIV-1 protein that degrades it), YFP fluorescence increase; Potency, µM (doses to about 46.1 µM), for inactives: at the top dose activity, negative = active; actives 0.2% (n = 390,000); note: potency is the fitted concentration of half-maximal effect; % of control where 0% means no effect; nearly all actives have a fitted effect of over 65% in size
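HeLa cells stably expressing Vif plus C-terminally eYFP-tagged A3F were seeded, incubated overnight at 37 deg C, dosed with compound, incubated overnight again at 37 deg C. Yellow fluorescence (Ex 488/Em 500-530) reported blocked Vif-mediated A3F-eYFP degradation.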
Vif-A3G inh – Vif-A3G binding inhibition. HeLa A3G-eYFP + Vif (tagged APOBEC3G with the HIV-1 protein that degrades it), YFP fluorescence, overnight. Q9HC16. Potency, µM (series often up to 46.1 µM), for inactives: at the highest dose activity, negative = active, actives largely listed as inhibitors. AID 602310. actives 0.076% (n = 410,000);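 note: potency is the fitted concentration of half-maximal effect; % is set by controls: 0 for no effect and ±100 for the full control effect; nearly all actives have a fitted effect of over 60% in size; hits raise eYFP signal because A3G escapes Vif-driven loss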
Target sequence (Q9HC16 whole entry, looked up): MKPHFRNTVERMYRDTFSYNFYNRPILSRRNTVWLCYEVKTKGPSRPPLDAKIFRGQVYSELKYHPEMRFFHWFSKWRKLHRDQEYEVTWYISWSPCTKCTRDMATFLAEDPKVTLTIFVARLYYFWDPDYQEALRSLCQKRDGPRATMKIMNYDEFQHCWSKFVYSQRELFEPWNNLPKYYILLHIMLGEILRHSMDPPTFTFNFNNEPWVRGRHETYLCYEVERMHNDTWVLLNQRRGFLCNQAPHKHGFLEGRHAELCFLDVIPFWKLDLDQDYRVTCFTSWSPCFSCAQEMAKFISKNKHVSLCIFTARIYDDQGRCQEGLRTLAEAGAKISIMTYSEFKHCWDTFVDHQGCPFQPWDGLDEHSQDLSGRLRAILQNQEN
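HeLa cells stably expressing Vif and C-terminally eYFP-tagged A3G, seeded overnight at 37 deg C, then exposed to compound by pintool overnight at 37 deg C. Rise in yellow fluorescence (Ex 488/Em 500-530, Acumen) marks blocked Vif-driven A3G degradation.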
mIDH1 inhibitor – human IDH1 R132H inhibition; O75874; actives 0.093% (n = 390,000); Potency, µM (highest dose often 76.6 µM), inactives show at the top dose activity change, negative = inhibition, actives largely listed as inhibitors; IDH1-R132H enzyme, NADPH consumption, diaphorase/resazurin fluorescence; note: potency is the fitted concentration of half-maximal effect; % is set by controls: 0 for no effect and ±100 for the full control effect; nearly all actives have a fitted effect of over 65% in size
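IDH1-R132H (0.5 ug/mL) preincubated 30 min with compound, then NADPH (0.016 mM) and alpha-KG (2 mM) added; 80 min at RT, pH 7.5. Remaining NADPH coupled via diaphorase/resazurin to fluorescence (540/590 nm); concentration-response curves normalized to no-enzyme control.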
Glioma ERSR ind – ER stress response induction in glioma | actives 0.02% (n = 420,000) | U87-MG GRP78 promoter luciferase reporter, 16 h | Potency, µM, without a hit: at the top dose activation, actives largely listed as activators | AID 602332; note: potency is the fitted concentration of half-maximal effect; series mostly up to about 76 µM; % of control where 0% means no effect; nearly all actives have a fitted effect of over 35% in size
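ERSR induction read as luciferase luminescence (Bright-Glo, 10 min at room temperature) in stably transfected human U87-MG glioma cells exposed to compounds for 16 h, using GRP78 as sensor.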
LDHA inh – inhibitors of human lactate dehydrogenase A | purified LDHA, NADH/diaphorase-resazurin fluorescence; active compounds read low | activity change, % (values are at about 110 or 230 µM) | P00338 | actives 0.15% (n = 480,000) | AID 1347041; in the data active = activity change below about -30%; inconclusive = mostly about -25% to -30%;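 note: plate controls were DMSO wells for no effect and wells without enzyme for full effect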
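Human LDH5 at 2 nM final in Tris HCl pH 7.4 with 0.06 mM NADH and 0.2 mM pyruvate, reacted 5 minutes at room temperature. Remaining NADH coupled via diaphorase/resazurin; resorufin fluorescence read at 0 and 20 minutes, normalized to enzyme-free and DMSO wells.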
USP1 inh – inhibitors of human USP1/UAF1 deubiquitinase; recombinant USP1/UAF1, Ub-Rhodamine cleavage fluorescence; Potency, µM (doses to about 57.1 µM), inactives show at the highest dose activity change, negative = inhibition, usual class: inhibitors; actives 0.23% (n = 390,000); note: potency is the fitted concentration of half-maximal effect; % is set by controls: 0 for no effect and ±100 for the full control effect; nearly all actives have a fitted effect of over 60% in size; inactives centre near -12
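USP1/UAF1 complex (1 nM) preincubated 15 min at room temperature with compound, then Ub-Rho substrate (150 nM final) added. Kinetic fluorescence at 480/540 nm over 6 reads at 60 s intervals; 50 mM HEPES pH 7.8, 0.5 mM EDTA, 0.1 mg/ml BSA, 1 mM TCEP, 0.01% Tween-20.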
rTrxR1 inhibitor – rat TrxR1 inhibition | AID 588453 | actives 1% (n = 390,000) | O89049 | recombinant rTrxR1, NADPH fluorescence consumption, selenite substrate | Potency, µM (series often up to 114 µM), for inactives: at the top dose activity change, negative = inhibition, most hits filed as inhibitors; note: potency is the fitted concentration of half-maximal effect; % is set by controls: 0 for no effect and ±100 for the full control effect; nearly all actives have a fitted effect of over 65% in size
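Rat TrxR1 (90 nM in the dispensed reagent) was pre-reduced with 400 uM NADPH for 5 min at room temperature, then incubated with compound for 15 min. After 400 uM selenite was added, NADPH fluorescence (Ex 340/Em 450 nm) was followed for 8 min.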
Numbers without * were called inactive; ? = inconclusive; . = no result given; & = joins results of further samples; [ ] = remark or other dose. Unless noted, calls come from the whole dose curve; as a rule, active = well fitted curve in the direction sought with a large enough effect; inconclusive = small, poorly fitted or top-dose-only effect, or another doubt; inactive = no such curve, though single readings can be large; an effect the other way counts as inactive or inconclusive. Some of the compounds tested; the hit share may differ from the screen's.

SMILES	RGS4 inh	TrxR1 substrate	Vif-APOBEC3F blk	Vif-A3G inh	mIDH1 inhibitor	Glioma ERSR ind	LDHA inh	USP1 inh	rTrxR1 inhibitor
COc1cc(C(F)(F)F)c(C(=O)N(C)Cc2ccc(Cl)c(Cl)c2)cn1	6%	5%[57.1 µM]	0%	0%	6%	0%	-1	?	21%[57.1 µM]
O=C(NCc1ccncc1)C(=O)N/N=C/c1cccnc1	-6%	6%	?	-1%	-2%	-1%	-7	-20%	12%
O=C1NC(=O)N(Cc2ccccc2F)C1=O	23%	1%	-9%	-1%	2%	-3%	-10	7%	19%
CCCCN1CC(COCc2ccccc2)Oc2cccc(F)c2S1(=O)=O (stereo not given)	5%	-6%	0%	0%	4%	1%	-1	-12%	10%
COC(=O)c1cc(-c2ccc(C)o2)nc2ccccc12	?	2%	-28%	-6%	5%	-1%	-15&2	0%	32µM*
COc1ccc(OCCSc2nnc(C)n2-c2ccccc2)cc1	-18%	10%	-9%	-3%	9%	1%	-3	-10%	8%
O=C(CN1C(=O)NC2(CCCCCC2)C1=O)NCc1ccccc1Cl	25%	6%	1%	3%	-2%	0%	-1	-23%	25%
CCN(CC(=O)Nc1ccccc1OC)Cc1csc(CC(=O)Nc2ccc(C)cc2)n1	9%	-9%[2.29 µM]	1%	0%	3%	-7%	2	5%	-10%[2.29 µM]
Nc1nc(SCC(=O)Nc2ccc(OCc3ccccc3)cc2)n[nH]1	-5%	-2%	-14%	-2%	-1%	7%	0	-29%	16%
Cc1ccc(N2C(=O)c3cccc4c(Oc5ccccc5[N+](=O)[O-])ccc(c34)C2=O)c(C)c1	-38%	-2%	-16%	4%	5%	-5%	0	-20%	6%
CC12CCC(=O)N1C(C(=O)NCCN1C(=O)S/C(=C\c3ccccc3Cl)C1=O)CS2 (stereo not given)	21%	-8%	-6%	2%	2%	-1%	-4	-16%	3%
CC(=O)c1cnn(-c2c(Cl)cc(Cl)cc2Cl)c1C	12%	-8%	-4%	0%	-15%	-3%	-3	-11%	17%
CCCCC(=O)Nc1ccc(C(=O)c2ccccc2)cc1	4%	-2%	-8%	-7%	29%	6%	-9	-19%	4%
CCc1nc(SCc2ccccc2C)n[nH]1	0%	4%	-13%	1%	-4%	6%	-6	1%	63%
COc1ccc(C(=O)NC2CCN(CC(=O)Nc3c(C)cccc3C)CC2)cc1OC	11%	6%[57.1 µM]	-4%	-1%	0%	-2%	-6	-22%	5%[57.1 µM]
Fc1ccccc1OCCCCN1CCCCC1	-13%	4%	1%	-2%	-1%	-5%	-21	-27%	16%
CCC(C)(C)n1nnnc1C(c1ccc(C)cc1)N1CCC(C)CC1 (stereo not given)	-15%	-7%	.	0%	2%	-1%	-1	-9%	0%
COc1ccc(NC(=O)c2cccnc2N2CCCC2)cc1	-6%	5%	1%	-28%	9%	-4%	4	-8%	14%
O=C(Cc1cccs1)N/N=C/C=C/c1ccccc1[N+](=O)[O-]	-23%	-5%[57.1 µM]	-22%	-3%	8%	9%	-1	3%	-9%[57.1 µM]
CCOC(=O)N1CCN(CCC(=O)Nc2cc(OC)ccc2OC)CC1	1%	8%[57.1 µM]	0%	2%	6%	-4%	-6	-3%	2%[57.1 µM]
Cc1nn(Cc2ccc(Cl)cc2Cl)c(C)c1NC(=O)Cn1nc([N+](=O)[O-])c(Cl)c1C	-15%	8%[57.1 µM]	1%	1%	3%	-4%	-4	-7%	27%[57.1 µM]
CCCCC(O)(C(NC=O)C(=O)OC)C(F)(F)F (stereo not given)	-26%	0%	6%	2%	1%	-5%	1	-17%	0%
O=C(CCN1C(=O)S/C(=C/c2ccccc2)C1=O)Nc1ccc(O)c(C(=O)O)c1	9%	-15%	-2%	-2%	5%	0%	-2	-9%	-15%
CCCn1c(SCC(=O)Nc2cc(S(=O)(=O)N3CCOCC3)ccc2Cl)n[nH]c1=O	-45%	-2%	-7%	1%	0%	-4%	-10	-4%	13%
CC(Oc1ccccc1Cl)C(=O)/C=C/N(C)C (stereo not given)	2%	-14%	-4%	1%	3%	1%	1	-2%	0%
O=S(=O)(Nc1ccc(Br)cc1)c1cccc2cccnc12	1%	-5%	0%	-1%	8%	-5%	-11	-24%	3%
CCOC(=O)C1(CC2CCCCO2)CCN(Cc2ccccc2-c2ccco2)CC1 (stereo not given)	-22%	0%	4%	-1%	2%	-2%	1	-27%	-22%
COc1ccc(NC(=O)COc2cccc(-n3cnnn3)c2)cc1Cl	-50%	-1%[57.1 µM]	1%	0%	9%	2%	-2	-21%	1%[57.1 µM]
CCC(C)NC(=O)CSc1ncnc2sccc12 (stereo not given)	10%	-1%	1%	4%	4%	-1%	1	-15%	14%
O=S(N1CCCCCC1)C12CC3CC(CC(C3)C1)C2 (stereo not given)	5%	2%	7%	0%	1%	-2%	-6	-14%	-1%
CCOC(=O)N1CCN(C(=O)c2ccc(S(=O)(=O)NCc3ccco3)cc2)CC1	-23%	-13%[57.1 µM]	?	0%	-1%	-4%	-3	-21%	26%[57.1 µM]
COc1cc(CC(=O)Oc2ccc3c(c2)OCO3)cc(OC)c1OC	-2%	0%[57.1 µM]	8%	0%	1%	-5%	5	-13%	9%[57.1 µM]
NS(=O)(=O)c1ccc(CCNC(=O)CNC(=O)c2ccc(Oc3ccccc3)cc2)cc1	-6%	7%	7%	4%	10%	-2%	-5	-14%	22%
CN1CCN(CCC(=O)Nc2cccc(F)c2)CC1	5%	8%[57.1 µM]	-1%	1%	5%	-6%	-5	-8%	1%[57.1 µM]
Cc1ccc(C)c(Nc2cc(C)nc3ccccc23)c1	17%	-14%	-3%	1%	-29%	-4%	2	5%	-20%
O=C(O)CNS(=O)(=O)c1ccc2c3c(cccc13)C(=O)N2	-15%	38%[activator][57.1 µM]	2%	0%	6%	-7%	-6	-10%	21%[57.1 µM]
C=CCn1c(SC)nnc1-c1cccc([N+](=O)[O-])c1	-14%	-6%	-7%	1%	2%	-4%	-2	-2%	-11%
O=c1cc(-c2ccccc2)c2ccc3c(c2o1)CN(Cc1cccc(Cl)c1)CO3	13%	9%	0%	3%	-2%	-1%	-6	?	30%
O=c1c2cc3c(cc2n(Cc2cccc(F)c2)c(=O)n1Cc1nc(-c2ccccc2)no1)OCO3	2%	5%	-10%	1%	9%	-4%	-3	-1%	18%
CCN(c1cccc(C(F)(F)F)c1)S(=O)(=O)c1ccc2c(c1)CCN2C(C)=O	-11%	-4%	-13%	-10%	10%	-4%	2	-9%	0%
Cc1cc(NC(=O)c2c(Cl)cnn2C)no1	23%	9%[57.1 µM]	-4%	-6%	0%	0%	-7	-5%	7%
COc1ccc(CCNCC(=O)Nc2ccc(C)c(S(=O)(=O)N(C)C)c2)cc1	-12%	0%[57.1 µM]	-17%	-2%	4%	-3%	-24	-9%	9%[57.1 µM]
CC(C)C[C@H]1CNC(=S)N1CC1CCCN1C[C@H](CC(C)C)N1C[C@H](CC(C)C)N(CCc2ccccc2)C1=S (stereo not given in full)	-10%	-14%	0%	2%	7%	-2%	-4	-32%	-10%
C[C@H](CO)N1C[C@H](C)[C@@H](CN(C)S(=O)(=O)c2ccc(Cl)cc2)OCc2cnnn2CCCC1=O	.	.	-1%	-2%	14%	-5%	-3	-19%	.
COc1ccccc1N(C)S(=O)(=O)c1ccc(C(=O)OC(C)C(=O)NCc2ccc3c(c2)OCO3)cc1 (stereo not given)	6%	-3%[57.1 µM]	-10%	-5%	-4%	-3%	0	-10%	37%[0.0914 µM]
CC1=C(C(=O)Nc2cccnc2)C(c2ccc(C(C)C)cc2)n2ncnc2N1 (stereo not given)	8%	6%	4%	-2%	-4%	-3%	-3	-17%	17%
CCOC(=O)C1Nc2ccc(C)cc2C2C=CCC12 (stereo not given)	?	9%[57.1 µM]	0%	-2%	-14%	-3%	36	-22%	5.6µM*
O=C(CSc1nc2ccccc2c(=O)n1CCCN1CCOCC1)Nc1ccc2c(c1)OCO2	4%	1%[57.1 µM]	-20%	-2%	-1%	-3%	-7	-11%	3%[57.1 µM]
COc1cc(Cl)c(C)cc1NC(=O)c1c(C)oc2nc(C)nc(N3CCCC3)c12	-13%	-4%	-15%	7%	0%	-1%	-3	-14%	15%
COc1ccc(CNC(=O)c2cc(-c3cccs3)nc3ccccc23)c(OC)c1	12%	43%[activator]	5%	-5%	2%	0%	2	-12%	32%[activator]
Cc1cccc(NC(=O)c2cc(-c3cccnc3)nc3c(C)cccc23)n1	?	10%	2%	-9%	-9%	-10%	-13&-5	-20%	14%
C=CCSc1nc(N)c(C#N)c(-c2ccc(C)cc2)c1C#N	-25%	9%[57.1 µM]	3%	0%	2%	-4%	-4	-20%	20%[57.1 µM]
O=C(C1CCCCC1)N(Cc1cccnc1)c1nc2c(F)cc(F)cc2s1	-17%	1%[57.1 µM]	0%	6%	-11%	-4%	-3	-15%	22%[57.1 µM]
